phage Ecoli inh – E. coli growth loss with phage present; AID 651602; 0.26% of 360,000 active; growth absorbance; inhibition, % at 11.9 µM; in the data active = inhibition above about 11%
PKA-R1A act – PKA-R1A complex activation. P00514+P68181. PKA-R1A dissociation, Cy5-IP20 fluorescence polarization; scaled: DMSO 0%, 113 µM cGMP 100%. activation, % at 11.4 µM. 0.083% of 340,000 active. AID 504707;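 active = percent activation above the mean of all tested compounds plus 3 SD, cut at about 19% in these data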;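 note: higher means more PKAc released from R1A so a rise in polarization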
SUMO Mot1 rescue – SUMOylation pathway inhibition by Mot1-301 growth rescue. S. cerevisiae Mot1-301 growth rescue, ATP luminescence, 38.5C; percent above DMSO median, 100 means doubled. growth rescue, % at 18.8 µM. 1% of 320,000 active. AID 2716;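 active = every valid replicate shows activation above 250% relative to neutral control wells; inactive = the rest, any valid replicate at or below 250%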;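 note: OY570 slx delta 5 strain wells were the positive control but not used for scaling; some compounds called inactive have numbers as strong as hits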
HTR5A ag ctr – activates human HTR5A in OPRM1-OPRD1 agonist counter-screen | HTR5A agonist assay, luminescence, cell-based | activation, % at 9.3 µM | 0.61% of 340,000 active | AID 504692; in the data active = activation mostly above about 9.5%, no sharp cut-off; inactive = mostly below about 7.6%;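 note: 0% = cells with vehicle only and 100% = reference agonist; strong numbers were not always called active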
Target sequence (P47898 whole entry, looked up): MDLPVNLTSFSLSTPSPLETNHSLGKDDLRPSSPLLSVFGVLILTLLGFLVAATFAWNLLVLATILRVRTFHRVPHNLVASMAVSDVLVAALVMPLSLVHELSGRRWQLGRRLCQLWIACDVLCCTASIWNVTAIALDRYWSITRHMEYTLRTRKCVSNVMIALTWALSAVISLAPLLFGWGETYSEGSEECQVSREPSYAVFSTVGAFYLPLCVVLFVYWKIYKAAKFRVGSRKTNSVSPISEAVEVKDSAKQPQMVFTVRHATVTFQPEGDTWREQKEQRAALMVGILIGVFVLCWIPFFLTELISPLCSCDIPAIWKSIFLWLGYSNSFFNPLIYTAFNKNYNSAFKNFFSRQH
HTR5A inv ag – inverse agonist of human HTR5A in OPRM1-OPRD1 counter-screen. P47898. HTR5A cell line, luminescence, inverse agonism. inhibition, % at 9.3 µM. 0.083% of 340,000 active; in the data active = inhibition mostly above about 23%, no sharp cut-off; inactive = mostly below about 18%;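 note: 0% = cells with DMSO and 100% = no-cell wells with DMSO; some compounds called inactive have numbers as strong as hits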
DAGLB inhibitor – diacylglycerol lipase beta (human) inhibition; Q8NCG7; HEK293T DAGLB membrane lysate, EnzChek fluorogenic substrate; inhibition, % at 5.17 µM; 0.059% of 340,000 active; AID 504411; in the data active = inhibition above about 34%;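 note: 0% = enzyme with vehicle and 100% = wells lacking enzyme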
Target sequence (Q8NCG7 whole entry, looked up): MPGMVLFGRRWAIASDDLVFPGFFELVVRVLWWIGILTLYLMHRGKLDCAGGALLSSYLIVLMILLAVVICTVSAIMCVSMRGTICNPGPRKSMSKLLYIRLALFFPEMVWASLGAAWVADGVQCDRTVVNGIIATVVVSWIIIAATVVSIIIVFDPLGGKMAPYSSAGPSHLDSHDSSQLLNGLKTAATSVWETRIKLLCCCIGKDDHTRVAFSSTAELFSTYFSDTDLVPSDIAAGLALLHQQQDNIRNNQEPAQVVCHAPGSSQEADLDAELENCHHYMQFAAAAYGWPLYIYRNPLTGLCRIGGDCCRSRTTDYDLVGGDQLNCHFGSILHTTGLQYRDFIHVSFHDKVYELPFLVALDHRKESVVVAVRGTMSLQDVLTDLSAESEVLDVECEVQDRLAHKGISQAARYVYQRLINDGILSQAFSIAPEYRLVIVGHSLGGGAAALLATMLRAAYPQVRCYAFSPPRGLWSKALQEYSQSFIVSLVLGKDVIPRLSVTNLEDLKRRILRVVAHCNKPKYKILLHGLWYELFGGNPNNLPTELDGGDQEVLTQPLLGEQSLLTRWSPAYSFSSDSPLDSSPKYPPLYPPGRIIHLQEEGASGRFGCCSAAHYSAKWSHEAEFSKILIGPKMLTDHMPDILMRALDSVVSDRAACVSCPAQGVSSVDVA
E coli growth – reduces bacterial viability in AddAB counter-screen | inhibition, % at 11.9 µM | E. coli V3065 growth, OD600 absorbance, 18 h | 0.27% of 330,000 active | AID 449728;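 active = inhibition above the campaign's mean inhibition across all tested compounds plus 3 SD, cut at about 9.9% in these data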;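 note: uninfected addAB+ strain grown without phage in ampicillin broth; 0% = DMSO wells and 100% = ciprofloxacin 0.95 µg/ml wells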
AddAB inh – less growth of phage-infected E. coli with AddAB. E. coli expressing H. pylori AddAB, absorbance growth. inhibition, % at 11.9 µM. 0.29% of 330,000 active; in the data active = inhibition above about 12%;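 note: 0% = vehicle wells of infected cells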
CDK5 p35 inh – CDK5/p35 (human) kinase inhibition; Q00535+Q15078; Recombinant CDK5/p35, ADP-Glo luminescence, 60 min; inhibition, % at 10 µM; 0.01% of 330,000 active;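 active = highest replicate inhibition of at least 50% and at least 75% of replicates reaching 50%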;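 note: plate controls were DMSO neutral control for no effect and GW8510 at 10 µM for full effect; many of its hits are not listed in these tables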
PKA-R2B act – PKA-R2B complex activation; P22694+P31323; PKA-R2B holoenzyme dissociation, Cy5-IP20 fluorescence polarization; R2B truncated from residue 108, S112A mutant; 0% DMSO only, 100% 113 µM cGMP; activation, % at 11.4 µM; 0.079% of 340,000 active;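 active = activation above a cutoff set at the mean over all compounds plus 3 SD, cut at about 18% in these data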;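 note: higher means more holoenzyme dissociation and a rise in polarization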
Tat export inh – blocks Tat-dependent protein export in E. coli | E. coli MC4100 TorA-mCherry Tat export, fluorescence | 0.036% of 340,000 active | inhibition, % at 10 µM | AID 488895;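 active = mean replicate inhibition at least 50% and at least half of replicates individually reaching 50%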;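 note: exported cargo escapes ClpAP degradation while cytoplasmic cargo is degraded and loses fluorescence; 0% = median of neutral control wells and 100% = median of NaSCN control wells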
* marks the source's active call; other numbers are inactive results; . = not tested or not shown.

SMILES	phage Ecoli inh	PKA-R1A act	SUMO Mot1 rescue	HTR5A ag ctr	HTR5A inv ag	DAGLB inhibitor	E coli growth	AddAB inh	CDK5 p35 inh	PKA-R2B act	Tat export inh
N=C1N(c2ccccc2)C(=S)C(=Nc2ccccc2)N1c1ccccc1	3.3	0	.	0	1	-3	.	.	-0.6	-8	-3
CCC(C)NC(=O)CCS(=O)(=O)c1ccc2c(c1)n(C)c(=O)c(=O)n2C (stereo not drawn)	3.6	5	-4	5	-16	0	-1.8	5.6	-0.7	-2	0
CC(=O)c1cccc(NC(=O)CSc2nc(N3CCCCC3)nc(N3CCCCC3)n2)c1	-0.6	-3	-16	7	-20	-9	-1.4	0.7	-1.2	-1	-10
CC(=O)C1=C(NC(=O)c2ccccc2F)C[C@@H]2[C@H]1C2(C)C	3.5	3	-3	0	-1	-8	0.7	4.5	-0.6	11	5
O=S(=O)(c1cccc(C(F)(F)F)c1)N1CCC(CO)(CCCc2ccccc2)CC1	-2.8	-1	-10	0	0	-8	0.3	1.2	0.9	-15	27
CC(=O)N1CCCc2cc(S(=O)(=O)N3CCN(c4ccccn4)CC3)ccc21	2.7	-17	-17	-1	24	3	-2.5	-1.4	1.1	9	10
COc1ccc(CNC(=O)CN2CCN(c3ccccc3)CC2)cc1	1.2	0	-5	3	-13	-2	-1.5	0.4	1.2	4	-3
COc1ccccc1NS(=O)(=O)NC(=O)c1cn(C)c2ccccc12	-2.7	7	-17	2	7	-4	2.1	3.6	.	7	-9
Cc1cc(N2CCCC2)ccc1NC(=O)CN1C(=O)NC2(CCCCC2)C1=O	3.2	-12	-9	2	-6	0	-1.6	1.2	-0.6	-6	5
C=CC(=O)Nc1cccc(Oc2ccnc(Nc3ccc(N4CCN(C)CC4)cc3)n2)c1	2.2	3	.	6	-7	3	.	.	-0.2	3	-4
CCN(CC)S(=O)(=O)c1cc(NC(=O)C2CC(=O)N(Cc3ccccc3)C2)ccc1Cl (stereo not drawn)	-3.2	2	-5	-3	6	-1	0.2	1.9	0.8	0	-9
CCN=C1SC(C(=O)Nc2cccc(C(=O)O)c2)CC(=O)N1CC (stereo not drawn)	0.6	0	62	0	5	1	0.7	1.4	0.2	5	-2
Cc1ccc(-c2ccc(S(=O)(=O)N3CC(C)OC(C)C3)cc2)cc1 (stereo not drawn)	0.2	-2	-2	3	18	-1	-0.3	2.9	-1.3	-3	-3
O=C1NCC(CN(c2ccccc2)c2ccccc2)O1 (stereo not drawn)	2.7	-13	-32	-1	6	3	-2.2	-0.6	0.2	-3	-7
CC(C)c1ccc2nc(N)sc2c1	0.8	-3	81	1	-2	2	-3.2	3.0	1.0	-9	-6
Cc1ccc(-c2nnc(N3CCN(C(=O)Cn4c(=O)n(C)c5ccccc54)CC3)c3ccccc23)cc1	2.8	2	3	.	.	2	0.0	2.5	-0.2	-10	-5
Cc1ccc(OCC(=O)O/N=C(\N)c2ccncc2)cc1C	2.7	2	-2	6	-18	-5	-2.9	1.8	0.4	-5	-5
O=C(Nc1ccc2c(c1)CCC2)c1cccc(S(=O)(=O)N2CCN(c3ccc(F)cc3)CC2)c1	2.1	9	0	-1	-1	-5	1.9	2.6	-1.7	16	0
C=CCS(=O)(=O)N1CCCC(N(C)CCc2ccc(OC)c(OC)c2)C1 (stereo not drawn)	2.1	-1	14	1	-2	2	-1.3	0.2	1.9	5	0
CCCNC(=O)Cc1ncn[nH]1	2.7	-3	11	0	-5	1	0.9	-1.5	-1.0	-5	-8
COc1ccc(N/N=C(/Oc2ccc([N+](=O)[O-])cc2)C(C)=O)cc1	3.0	-3	23	9	0	2	-2.0	-0.2	0.4	-1	2
Cc1cc(C)c(C#N)c(N2CCC(C(N)=O)CC2)n1	3.3	-2	-13	-1	4	-1	1.2	0.2	-0.1	-10	-16
O=C(COC(=O)c1ccc(NC(=O)C2CC=CCC2C(=O)O)cc1)c1ccccc1 (stereo not drawn)	3.2	-4	12	0	1	0	-0.2	-1.1	0.6	7	0
CC(=O)c1cccc(S(=O)(=O)Nc2ccc(N3CCOCC3)cc2)c1	-1.5	-5	7	9	8	-2	-0.6	2.0	0.5	-6	-11
COc1ccc(N2C(=O)CC(n3cnc4ccccc43)C2=O)cc1 (stereo not drawn)	1.6	11	305	.	.	1	-2.1	2.8	-0.1	-2	2
Cc1ccc(S(=O)(=O)N[C@H](C(=O)OCC(=O)N2N=C(c3ccc(Cl)cc3)CC2c2ccco2)C(C)C)cc1 (stereo partly drawn)	1.2	2	2	4	-13	-2	0.1	0.1	2.6	-10	0
O=S1(=O)N=C(Nc2ccc(O)cc2)c2ccccc21	2.8	-4	-15	4	11	2	-0.3	-0.4	0.5	0	1
Cc1ccc(Oc2c(C=O)c3ccccc3n2C)cc1	2.8	-10	430	-2	6	-6	0.7	2.0	1.5	4	-2
N#Cc1cc(-c2ccccc2)nc(Oc2ccc(Cl)cc2)n1	0.8	-1	11	3	-20	-34	3.0	2.4	0.9	-17	0
COC(=O)c1cn(CCOc2ccccc2OC)c2ccccc12	0.7	2	-10	-2	-2	-5	-0.8	1.2	0.1	-6	3
Cc1ccc(NC(=O)C2CCCN2C(=O)OC(C)(C)C)cc1C (stereo not drawn)	1.9	3	-15	10	-7	0	0.5	0.3	0.0	7	2
CNc1ccc([N+](=O)[O-])cc1	1.2	-2	26	1	-3	0	0.3	1.0	-0.2	3	-8
CN(C)S(=O)(=O)N1CCC(Oc2cccc(C(=O)N3CCSCC3)c2)CC1	2.4	-13	-14	11	15	0	0.4	1.2	-2.8	-2	0
N#C/C(=C\c1c(Oc2ccccc2F)nc2ccccn2c1=O)C(=O)NC1CCS(=O)(=O)C1 (stereo not drawn)	0.0	11	-27	3	-9	1	1.3	1.6	-0.3	10	-6
O=C(C[C@@H]1C/C=C\C[C@H](Cc2ccc(F)cc2)C(=O)OC[C@@H](c2ccccc2)NC1=O)NCCO	3.2	7	-11	8	-21	-1	-0.7	0.1	-0.2	-3	-2
COCCn1c(SCC(=O)Nc2ccc(F)cc2)nc2ccccc2c1=O	1.5	3	-7	1	-5	-4	1.9	4.5	1.4	-5	4
C/C(=N\NC(=O)c1ccc(Cl)cc1)c1cccs1	-1.8	-14	.	4	-45	1	.	.	0.8	-3	25
CC1=Nc2ccc(Br)cc2C(c2ccccc2)N1CC(=O)NN (stereo not drawn)	3.5	2	.	-3	-1	0	0.8	2.0	0.2	0	5
COCCn1c(N)c(Sc2ccc(C)cc2)c(=O)[nH]c1=O	0.4	0	342	-3	7	1	2.5	1.0	0.8	-3	-2
Cc1cccc(N(CC(=O)N2CCN(c3ccccc3F)CC2)S(C)(=O)=O)c1	2.1	-5	8	-1	1	1	-1.2	2.2	-2.0	-7	-4
C/C(=N\NC(=O)CN(c1ccccc1Br)S(C)(=O)=O)c1cccs1	3.6	-1	5	0	-2	-2	1.1	-2.0	0.4	1	2
COC(F)(C(=O)Nc1ccc2c(c1)C(=O)NC2=O)C(F)(F)F (stereo not drawn)	1.8	-8	-8	-5	11	-1	1.6	0.9	3.2	7	0
O=C(COC(=O)C12CC3CC(CC(Br)(C3)C1)C2)NNC(=O)c1ccccc1	0.3	2	0	7	-16	-2	1.9	-0.1	0.1	2	-2
O=C(NS(=O)(=O)Oc1ccc(F)c(Cl)c1)OC[C@@H]1CCCN2CCCCC12 (stereo partly drawn)	4.3	-4	6	-1	0	1	-2.2	2.9	-0.7	7	9
CC(C)CCNC(=O)CN(C(=O)CCC(=O)Nc1ccccn1)c1ccc2c(c1)OCCO2	2.7	-3	-14	-1	3	3	-0.9	-2.1	0.3	-3	3
O=C(NCCCN1CCOCC1)c1cccc(S(=O)(=O)N2CCOCC2)c1	3.2	-5	-4	-1	3	1	2.1	2.4	-2.7	-5	7
CCC(=O)Nc1ccc(-c2nnc(SCC(=O)Nc3nccs3)n2C)cc1	3.7	7	6	2	-20	1	-1.9	-1.4	-2.8	4	8
CC(=O)Nc1ccc(N2C(=O)CSC2c2c(F)cccc2Cl)cc1 (stereo not drawn)	3.4	4	.	0	0	5	1.7	3.9	0.3	-8	8

Three compounds already listed, ordered by molar mass, falling:
SMILES	phage Ecoli inh	PKA-R1A act	SUMO Mot1 rescue	HTR5A ag ctr	HTR5A inv ag	DAGLB inhibitor	E coli growth	AddAB inh	CDK5 p35 inh	PKA-R2B act	Tat export inh
Cc1cccc(N(CC(=O)N2CCN(c3ccccc3F)CC2)S(C)(=O)=O)c1	2.1	-5	8	-1	1	1	-1.2	2.2	-2.0	-7	-4
CC1=Nc2ccc(Br)cc2C(c2ccccc2)N1CC(=O)NN (stereo not drawn)	3.5	2	.	-3	-1	0	0.8	2.0	0.2	0	5
COC(F)(C(=O)Nc1ccc2c(c1)C(=O)NC2=O)C(F)(F)F (stereo not drawn)	1.8	-8	-8	-5	11	-1	1.6	0.9	3.2	7	0

Further compounds
SMILES	phage Ecoli inh	PKA-R1A act	SUMO Mot1 rescue	HTR5A ag ctr	HTR5A inv ag	DAGLB inhibitor	E coli growth	AddAB inh	CDK5 p35 inh	PKA-R2B act	Tat export inh
O=C(c1ccc(Cl)c([N+](=O)[O-])c1)N(Cc1cccc(Cl)c1)C1CCS(=O)(=O)C1 (stereo not drawn)	-0.1	-5	-1	0	1	1	-1.4	-2.7	0.6	-16	7
CCN(CC)CCn1c(NCc2ccccn2)nc2ccccc21	1.6	4	-1	.	.	-1	-1.7	-0.1	0.7	7	4
C=C1CCN(c2ccc(C(=O)NCc3ccc(C)cc3)cc2[N+](=O)[O-])CC1	-0.6	6	-3	0	-16	4	0.5	0.3	1.9	-1	-2
COc1cc(NC(=O)Nc2ccccc2)c(OC)cc1NC(=O)CN1CCCCC1	3.8	-9	-15	1	-4	0	-0.2	0.4	-0.5	-2	15
CC(=O)c1cccc(NC(=O)CCn2c(=O)oc3ccccc32)c1	-0.5	6	-6	2	-5	-3	1.7	4.7	0.1	4	-4
CC(=O)c1ccc(NC(=O)c2ccccc2Sc2ncnc3sc(C)c(C)c23)cc1	2.8	-6	-2	1	-3	-1	-1.0	0.5	-0.7	-5	-6
O=C(C1=C[C@H](c2ccccc2)C[C@H](OCc2ccc(CO)cc2)O1)N1CCN(Cc2ccccc2)CC1	2.0	3	-4	5	-12	0	-4.5	1.9	-1.2	-4	2
COc1ccccc1Nc1nc(C)cc(=O)[nH]1	0.4	-6	-10	-5	6	1	1.7	0.7	-0.6	-4	-5
CC(C)C(C(=O)NCC1CCCO1)N(C(=O)CNS(=O)(=O)c1ccc(F)cc1)c1ccccc1 (stereo not drawn)	0.1	2	11	5	-15	0	-0.5	0.3	-1.2	1	0
COc1ccc(C(=O)NC(=S)Nc2cccnc2)cc1[N+](=O)[O-]	3.1	-13	-3	0	0	0	3.8	1.2	0.4	-1	0
Cc1cc(=O)[nH]c(-c2cccnc2)n1	6.6	-4	7	0	8	0	-0.7	-0.2	-0.8	2	2
CCOC(=O)/C=c1\s/c(=C\c2ccc(C(F)(F)F)cc2)c(=O)n1CC(=O)NCc1ccco1	6.2	-1	355	3	-8	3	1.1	-1.6	-1.4	5	6
COc1ccc(CNC(=O)Cn2nc(-c3ccc4c(c3)OCCO4)ccc2=O)cc1	2.7	-6	39	3	-10	1	2.2	-1.0	-0.4	-1	3
CC1CC1C(=O)OCC(=O)Nc1ccc(S(=O)(=O)N2CCOCC2)cc1 (stereo not drawn)	0.3	-9	-8	-5	13	1	-3.5	-1.5	-1.1	9	-6

Assay outcomes from PubChem BioAssay.
